# ER stress rescue: protection against thapsigargin-triggered cell killing – 384-well, CSM14.1, ATP luminescence, primary screen (AID 1222); 190,000 tested, under 10 active; CSM14.1 thapsigargin-induced death rescue, ATP luminescence; higher % means a stronger effect; one-dose cellular ATP content (survival), % at 20 µM; EC50 in µM for titrated hits;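 active means EC50 below 50 µM in the dose-response confirmation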;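 further: death triggered by thapsigargin at about 15 µM added after 2 h compound pretreatment; cell ATP read after overnight thapsigargin exposure of roughly 18 to 22 hours; normalized against plate controls of thapsigargin alone and 5% DMSO vehicle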
# Hep lipid drop: hepatic lipid droplet formation modulation; AML12 mouse hepatocytes, oleate lipid droplets, BODIPY imaging; inhibition, % at 6.5 µM; 0.4% of 240,000 active;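 active means lipid droplet intensity inhibited by at least 50%, with more than 500 cells counted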
#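 Assay system: AML12 hepatocytes (mouse) / Also added: 100 µM oleic acid challenge / Times: overnight treatment with compound plus oleate / Detection: high-content imaging of BODIPY-stained droplets and DAPI nuclei / Evaluation: % inhibition of lipid droplet signal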
# T cell HTS: T cell immune modulators affecting CD8 T cell-vesicle binding | AID 2052 | 0.068% of 330,000 active | 2C CD8+ T cell-vesicle binding, flow cytometry; active compounds read low | calls only at 7 µM;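 active means response, share of CD8 T cells binding vesicles, and their 90th percentile fluorescence all below set limits, cut at about 80% in these data, passing the limit was not always enough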
#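 Benchmarks: naked versus QL9-loaded vesicles / Assay system: purified 2C TCR transgenic mouse naive CD8+ T cells / Technique: high-throughput flow cytometry with anti-B7-1 and anti-CD8 staining / Timing: Cell–vesicle co-incubation 1.5 h at 37 °C, staining 20 min on ice / Read-out: percent CD8+ FL2 mean versus row control / Probe or stimulus: QL9-loaded Drosophila micro-vesicles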
# b-catenin transl: beta-catenin nuclear translocation modulation; nuclear translocation activity, % at 5 µM; 0.3% of 190,000 active; HeLa beta-catenin nuclear translocation, immunofluorescence imaging;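 active means nuclear translocation activity above 50% at 5 µM, with a well cell count of 50 or more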;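 further: per-cell ratio of nuclear to cytoplasmic median beta-catenin stain intensity; plate controls were DMSO negative control for no effect and GSK-3 inhibitor IX positive control for full effect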
#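 System: Human HeLa cells, endogenous beta-catenin | Compound dosing: 5 µM primary, 0.02–20 µM confirmation | Timing: 24 h compound exposure at 37°C, 5% CO2 | Measured by: Fluorescence imaging of beta-catenin antibody stain plus DAPI | Read-out basis: % activation of per-cell nuclear versus cytoplasmic median beta-catenin signal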
# Dynein transport: dynein cargo transport inhibition; z-score, hits read low; 0.47% of 220,000 active; 3617.4 mouse cells, GR-EGFP nuclear translocation imaging; test concentration mostly 20 µM; stimulated with dexamethasone, 1 µM; active compounds read low; AID 1381;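 active means plate z-score of nuclear minus cytoplasmic receptor signal below a set negative limit, without overly bright fluorescence or cell loss, cut at about -3.5 in these data, passing the limit was not always enough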;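 further: z-score of nuclear minus cytoplasmic ring GR-EGFP intensity difference per well; some compounds called inactive have numbers as strong as hits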
#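 Schedule: 48 h induction, then 1 h compound, then 30 min agonist, 37 °C. Buffer or medium: tetracycline-free induction medium containing charcoal-stripped FBS. Reagent: 1.0 µM final dexamethasone stimulus. Evaluation: nuclear versus cytoplasmic GR-EGFP signal, averaged per well. Signal: high-content fluorescence imaging after fixation.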
# Salmonella PhoP GFP: inhibitors of PhoP regulon expression, primary screen, Salmonella Typhimurium, GFP reporter (AID 1863); 0.16% of 300,000 active; one-dose inhibition, % at 50 µM; IC50 in µM for titrated hits; S. Typhimurium PhoP-regulated promoter GFP reporter, 4 h; higher % means a stronger effect;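 active means inhibition over 29.93%, a cutoff 3 SD above the screen mean, later confirmed by dose response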;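 further: 0% = low Mg2+ inducing control and 100% = high Mg2+ repressing control; strong numbers were not always called active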
# Insulin prom up: MIN6 insulin promoter up-regulation. 0.3% of 190,000 active. AID 1625. MIN6 insulin promoter-GFP reporter, high-content imaging; active compounds read high. z-score at 5 µM;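 active means z-score above 3 at 5 µM with at least 500 cells counted in the well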
# Autophagy mod: alters autophagy in cells; MEF GFP-LC3 puncta imaging; test concentration mostly 10 µM; calls only at 10 µM (by protocol); 0.98% of 190,000 active; AID 463193;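 active means percentage of spot-positive cells more than 3 SD above its plate mean, without a fluorescence outlier flag or 80% toxicity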;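 further: spot-positive cell cutoff set from DMSO-treated cells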
# MT stabilizer: microtubule stabilizers in HeLa cells | HeLa tubulin immunostaining HCS, 24 h; share of cells brighter than vehicle mean+2SD | % tubulin-high responders, % at 10 µM | 0.83% of 200,000 active | AID 2205;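 active means plate Z-score above 3 for both tubulin-high and condensed-nucleus cell shares, with cell loss under 80%, at 10 µM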;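 further: anti alpha tubulin signal scored within the nucleus-defined area of each cell; some results filed as inactive read as strong as hits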
# Dynein transport cytoplasmic EGFP: further read-out of Dynein transport, marked with its call; z-score; measured here: cytoplasmic GR-EGFP intensity; active compounds read high
# Dynein transport nuclear GR-EGFP: recorded beside Dynein transport, whose call it bears; z-score; measured here: nuclear GR-EGFP intensity;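 lower value marks the stronger effect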
# Dynein transport cell count: further read-out of Dynein transport, marked with its call; z-score; measured here: cell count per field
# Insulin prom up cell count: also measured in Insulin prom up; calls as there; cell count; measured here: cytotoxicity, nuclei count;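 total cells summed across four imaged fields per well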
# Hep lipid drop cells 6.5 µM: also measured in Hep lipid drop; calls as there; cell count; measured here: cell count, cytotoxicity flag;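 cells counted across two imaged fields per well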
# b-catenin transl cell count 5 µM: also measured in b-catenin transl; calls as there; cell count; measured here: cell count, cytotoxicity flag
# T cell HTS vesicle-bound %: second read-out of T cell HTS, no call of its own (marks repeat the call); double positive events, %; measured here: CD8+ vesicle-bound cell fraction;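 binding gate set so that unloaded-vesicle control wells show 10% double positive cells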
# MT stabilizer Hoechst-high %: recorded beside MT stabilizer, whose call it bears; % Hoechst-high responders; measured here: nuclear condensation Hoechst responders;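 share of cells brighter than vehicle mean plus two SD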
# MT stabilizer cytotoxicity %: recorded beside MT stabilizer, whose call it bears; toxicity, %; measured here: cytotoxicity by cell density;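 0% = mean cell density of plate MIN control wells and 100% = no cells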
# Autophagy mod cell loss 18 h: further read-out of Autophagy mod, marked with its call; toxicity, %; measured here: cell loss, nuclei count;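 cell loss after 18 h compound exposure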
# * = called active by the depositor; i = inactive; . = not tested or not shown; & = joins results of further samples.
canonical_smiles,b-catenin transl,Hep lipid drop cells 6.5 µM,Dynein transport nuclear GR-EGFP,MT stabilizer cytotoxicity %,T cell HTS,MT stabilizer,Insulin prom up,Autophagy mod cell loss 18 h,MT stabilizer Hoechst-high %,Salmonella PhoP GFP,Dynein transport,Autophagy mod,Dynein transport cytoplasmic EGFP,T cell HTS vesicle-bound %,Hep lipid drop,Insulin prom up cell count,Dynein transport cell count,ER stress rescue,b-catenin transl cell count 5 µM
COc1ccc(S(=O)(=O)NC(CCSC)C(=O)NC2CCCCC2)cc1 (stereo unspecified),-2.9,663,0.353,2.4,i,2.6,-0.28,-13.4,1.7,-1.0%,1.48,i,-0.137,30.1,10.2,1567,-0.956,0.0%,1064
C[C@H](NC(=O)NCc1cccs1)C(=O)O,0.7,708,0.185,3.0,i,1.8,0.31,-6.1,1.2,-10.5%,-0.22,i,-0.152,10.7,-0.1,1767,1.02,2.3%,1015
CC(=O)Nc1cccc(-c2csc(NCc3ccccc3)n2)c1,-0.3,766,-0.467,7.7,i,1.8,-0.89,12.1,1.4,-4.8%,-1.09,i,-0.27,34.0,-2.0,1615,0.871,2.4%,959
CCC(C)(C(=O)NC1CCCCC1)N(CC1CCCO1)C(=O)CNC(=O)c1ccccc1 (stereo unspecified),3.8,828,0.0956,8.3,i,1.2,.,-13.2,1.8,-4.8%,-0.479,i,0.0131,2.4,-7.0,.,0.425,-2.8%,961
CC(=O)Nc1ccc(NC(=O)c2ccc(NS(=O)(=O)c3cc(C(C)(C)C)ccc3C)cc2)cc1,1.0,628,0.0908,5.0,i,2.5,-0.29,-12.0,2.0,-0.6%,-0.202,i,-0.22,55.7,-25.8,1576,0.646,-2.2%,922
CCOCC(=O)Nc1cc(Cl)c(OC)cc1OC,0.9,734,0.865,0.6,i,1.7,-1.22,0.0,0.7,8.6%,1.75,i,-0.247,61.3,3.6,1489,-0.441,-1.1%,980
Nc1nnc(CC(=O)N/N=C\c2ccc(-c3cccc(Cl)c3)o2)s1,-0.8,681,1.1,.,i,.,-0.26,.,.,-0.2%,0.479,.,-0.218,37.9,-15.2,1101,-0.589,.,1359
Cc1ccnc(NS(=O)(=O)c2ccc(NC(=O)c3ccc(S(=O)(=O)N4CC(C)OC(C)C4)cc3)cc2)n1 (stereo unspecified),-8.4,654,-0.674,7.7,i,1.4,2.31,-8.1,1.4,-3.2%,-0.737,i,-0.238,18.5,-2.1,1328,0.707,-0.5%,681
CCCCn1c(=O)[nH]c(=O)c2c1nc(-c1ccsc1)n2Cc1ccccc1,-2.2,745,0.03,9.9,i,1.9,-0.55,0.3,0.7,-5.2%,0.292,i,-0.377,46.5,-3.6,969,0.341,1.1%,1248
O=C(COC(=O)c1ccc2c(c1)S(=O)(=O)N=C1CCCCCN12)NCc1cccs1,-1.1,695,0.574,.,i,.,-0.69,.,.,2.2%,1.29,.,-0.232,32.3,-7.8,1411,-0.867,.,1051
CC1(c2nnc(-c3ccc(F)cc3)o2)CC(c2c(Cl)cccc2Cl)=NO1 (stereo unspecified),-2.1,.,-0.0451,.,i,.,-0.46,.,.,2.6%,-0.424,.,-0.783,19.2,.,1015,-0.149,.,1187
Cc1cc(C(=O)CSc2ccc(Cl)cc2)cc(C)c1OC(=S)N(C)C,.,741,-0.137,16.7,i,1.4,.,3.4,2.0,0.1%,-0.383,i,-0.179,21.6,-1.6,.,0.757,0.0%,.
CCCCn1c(-c2ccc([N+](=O)[O-])cc2)n[nH]c1=S,-0.1,.,-0.286,5.8,i,1.5,-0.56,4.6,1.0,-7.0%,-0.368,i,-0.23,34.1,.,1583,0.877,-3.2%,1496
C1CCN(c2nc(N3CCCC3)nc(N3CCNCC3)n2)C1,0.7,.,0.435,11.1,.,3.5,.,17.4,3.2,-7.4%,0.213,i,-0.19,.,.,.,0.127,-3.2%,1155
Cc1ccccc1N1CCN(C(=O)C2CCCCC2)CC1,-0.2,796,-0.197,16.9,i,1.9,0.09,-1.8,0.7,-9.5%,-0.523,i,-0.255,33.2,-0.4,1238,-0.665,-1.6%,1019
CCCCc1c(O)nc2n(c1=O)CCS2,.,715,1.3,3.2,i,6.7,0.6,-4.9,4.3,-7.4%,2.74,i,0.0724,6.6,-0.2,1244,-2.88,-1.3%,.
Fc1ccc(CNc2ccc(CNc3ncn[nH]3)cc2)cc1,-1.6,.,-0.287,8.6,.,2.5,-0.16,-4.6,2.4,21.4%,-1.03,i,-0.186,.,.,1317,0.372,-0.7%,1016
CC(C)N1C2OC(C3OC4C(O3)N(C(C)C)S(=O)(=O)N4C(C)C)OC2N(C(C)C)S1(=O)=O (stereo unspecified),-3.4,735,-0.451,8.2,i,1.1,0.01,-4.2,2.1,-4.2%,-0.735,i,-0.302,49.7,-15.4,932,0.774,-0.3%,1137
O=C1CNC(=S)N1c1nc(-c2ccccc2)cs1,2.8,691,0.483,4.5,i,8.3,0.05,-5.3,4.9,-20.9%,0.0614,i,-0.232,35.9,0.0,1464,-0.982,-0.3%,808
CC#C[C@]1(O)CC[C@H]2[C@@H]3CCC4=CC(=O)CCC4=C3[C@@H](c3ccc(N(C)C)cc3)C[C@@]21C,-4.2,691,-0.708,9.0,i,3.7,.,21.4,3.3,-1.3%&-0.2%,-1.74,i,-0.175,23.2,-4.0,.,1.09,7.0%,590
OCCNCCCCOc1ccccc1F,-0.3,695,0.113,9.6,i,2.9,0.41,-0.6,2.7,-4.0%,-0.298,i,-0.244,33.4,-12.5,2067,-0.0713,0.7%,1092
O=c1ccn(-c2cccc(C(F)(F)F)c2)nc1-c1ccn(-c2ccccc2F)n1,-0.4,.,0.0974,9.0,i,1.4,-0.92,0.0,1.3,4.3%,-0.178,i,-0.357,34.9,.,1523,-0.299,10.8%,1285
COc1ccc2c(c1OC)C(=O)OC2Nn1cncn1 (stereo unspecified),.,676,0.36,12.8,i,2.7,0.36,8.1,2.8,-8.0%,0.151,i,-0.262,7.8,-16.3,1263,1.99,-2.9%,.
COc1ccc(C(C(=O)NC(C)(C)C)N(C(=O)Cn2nnc3ccccc32)c2ccc(C(C)=O)cc2)cc1O (stereo unspecified),-1.0,602,0.421,.,i,.,-0.86,.,.,-9.5%,-0.676,.,-0.212,51.0,-0.2,1031,-0.194,.,1370
CC(=O)c1ccc(N2CCN(C(=O)COc3ccccc3F)CC2)c(F)c1,-3.8,737,-0.404,2.8,i,4.7,1.16,4.9,1.5,0.8%,-0.358,i,-0.0722,53.0,21.1,1100,0.722,3.0%,1130
COc1cc(/C=N/NC(N)=S)ccc1OCC(=O)N1CCOCC1,-1.3,621,-0.708,7.1,i,3.6,0.02,49.9,3.2,-0.1%,-1.02,i,-0.28,49.3,0.8,1311,0.63,-2.5%,1068
CCN1CCc2nc(NC(=O)c3ccc(S(=O)(=O)N(C)C)cc3)sc2C1,-3.8,731,-0.0983,14.6,i,3.5,0.28,12.9,1.9,-1.6%,-0.736,i,-0.329,45.8,5.7,1264,1.31,-2.1%,1052
O=C(COc1ccccc1)Nc1nnc(-c2ccco2)o1,1.4,696,0.0038,2.8,i,3.7,0.82,12.1,2.6,-5.9%,-0.283,i,-0.295,18.3,-2.1,1216,0.774,.,1018
CCCCC1CCC(C(=O)Nc2ccccc2)CC1 (stereo unspecified),-5.5,780,0.576,6.1,i,1.7,0.34,-2.3,1.5,33.0%,0.833,i,-0.127,25.6,-5.2,943,-0.365,-1.9%,1215
CSc1nsc(SC)c1C(=O)OCC(F)(F)F,3.5,.,0.161,12.7,i,1.1,0.06,.,2.5,-0.6%,-0.292,.,-0.208,30.5,.,1207,-0.00289,-1.7%,1381
CCOc1cc(C)c(S(=O)(=O)NC2CCCCC2)cc1C,1.3,808,0.139,21.3,i,1.1,0.14,4.8,0.3,14.2%,-0.232,i,-0.189,43.2,-19.5,1099,-0.57,-3.0%,1069
COC(=O)CC1SC(=O)NC1=Nc1ccc(OC)cc1 (stereo unspecified),-3.9,762,1.27,1.7,i,4.6,0.45,-4.1,2.3,1.3%,1.34,i,0.588,45.1,-11.1,905,-1.1,0.2%,1184
Cc1ccc(C(=O)Nc2cccc(C(F)(F)F)c2)cc1NC(=O)c1nccn1C,-0.4,670,-0.138,.,i,.,-0.6,.,.,-1.3%,-0.439,.,-0.554,39.1,-8.5,885,0.125,.,1391
